# AddAB inh: growth inhibition of E. coli expressing H. pylori AddAB, primary screen, AddAB inhibitor project, absorbance. inhibition, % at 11.9 µM. 330,000 compounds, 0.29% hits. AID 435030, 2010; in the data active = inhibition above about 12%;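 note: 0% = vehicle wells of infected cells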
# DSG3 Ab inh: inhibitors of pemphigus antibody binding to DSG3, primary screen, biochemical, bead-based, flow cytometry, scFv-GFP. Desmoglein-3 (Homo sapiens), P32926. 310,000 compounds, 0.48% hits. DSG3-coupled beads, scFv-anti-DSG3-GFP binding; stronger effect = lower value. binding (percent of control), % at 10 µM. AID 588358, 2011;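 active = binding more than 3 SD below its plate's average and above zero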; note: some compounds called inactive have numbers as strong as hits
# PKA-R1A act: activators of PKA-R1A holoenzyme, primary screen, biochemical, fluorescence polarization, Cy5-IP20, bovine R1A, mouse PKAc; 340,000 compounds, 0.083% hits; PKA-R1A dissociation; scaled: DMSO 0%, 113 µM cGMP 100%; AID 504707, 2011; cAMP-dependent protein kinase type I-alpha regulatory subunit (Bos taurus) + …; activation, % at 11.4 µM;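 active = percent activation above the mean of all tested compounds plus 3 SD, cut at about 19% in these data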;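 note: higher means more PKAc released from R1A so a rise in polarization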
# Tat transport: E. coli Tat export inhibitors, primary screen, MC4100, TorA-mCherry reporter, fluorescence, single point. AID 488895, 2010. 340,000 compounds, 0.036% hits. inhibition, % at 10 µM;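 active = mean replicate inhibition at least 50% and at least half of replicates individually reaching 50%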;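 note: exported cargo escapes ClpAP degradation while cytoplasmic cargo is degraded and loses fluorescence; 0% = median of neutral control wells and 100% = median of NaSCN control wells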
# Mot1-301 SUMO: yeast Mot1-301 growth rescue at high temperature, primary screen, SUMOylation pathway inhibitor project, S. cerevisiae, ATP luminescence, 38.5C; S. cerevisiae Mot1-301 growth rescue; percent above DMSO median, 100 means doubled; growth rescue, % at 18.8 µM; 320,000 compounds, 1% hits; AID 2716, 2010;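 active = every valid replicate shows activation above 250% relative to neutral control wells; inactive = the rest, any valid replicate at or below 250%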;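 note: OY570 slx delta 5 strain wells were the positive control but not used for scaling; some compounds called inactive have numbers as strong as hits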
# MOR-DOR ag: agonists of OPRM1-OPRD1 heterodimerization, primary screen, cell-based, luminescence. cells. activation, % at 9.3 µM. 340,000 compounds, 0.3% hits; in the data active = activation above about 18%;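 note: 0% = vehicle-treated cells and 100% = reference agonist; values of inactives mirror those of a sister screen read the other way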
# Target sequence (P35372 whole entry, looked up): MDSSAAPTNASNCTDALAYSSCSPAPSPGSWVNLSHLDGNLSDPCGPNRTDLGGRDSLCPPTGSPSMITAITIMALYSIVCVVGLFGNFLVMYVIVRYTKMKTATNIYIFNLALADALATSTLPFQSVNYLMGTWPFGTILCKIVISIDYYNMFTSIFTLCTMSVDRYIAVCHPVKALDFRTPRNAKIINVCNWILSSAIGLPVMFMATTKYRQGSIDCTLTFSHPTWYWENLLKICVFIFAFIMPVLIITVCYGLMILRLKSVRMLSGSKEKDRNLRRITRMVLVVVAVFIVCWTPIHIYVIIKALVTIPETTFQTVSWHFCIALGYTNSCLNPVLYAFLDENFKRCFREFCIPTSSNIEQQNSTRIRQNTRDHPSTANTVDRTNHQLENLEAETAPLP
# Target sequence (P41143 whole entry, looked up): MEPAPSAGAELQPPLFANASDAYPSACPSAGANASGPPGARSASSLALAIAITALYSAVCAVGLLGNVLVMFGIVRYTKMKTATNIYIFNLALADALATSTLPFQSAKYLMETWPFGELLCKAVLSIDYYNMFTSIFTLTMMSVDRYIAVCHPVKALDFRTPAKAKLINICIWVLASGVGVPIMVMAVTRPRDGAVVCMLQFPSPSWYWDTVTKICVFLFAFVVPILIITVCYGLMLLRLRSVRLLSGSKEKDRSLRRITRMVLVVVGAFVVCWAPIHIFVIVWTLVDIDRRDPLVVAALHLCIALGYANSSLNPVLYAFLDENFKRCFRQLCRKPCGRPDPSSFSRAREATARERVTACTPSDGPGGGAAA
# Arr AP2 block: inhibitors of beta-arrestin/AP2 binding, primary screen, biochemical, GPCR trafficking, flow cytometry; FITC-arrestin peptide / GST-AP2 beads; AP2 beta2 appendage carries R879A mutation; beta-arrestin 1 C-terminal peptide binding to AP2 beta2-adaptin appendage (human); inhibition, % at 10 µM; 340,000 compounds, 0.31% hits; AID 504490, 2011;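 active = inhibition above a set limit, near 3 SD of compounds lacking own fluorescence, cut at about 54% in these data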;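 note: plate controls were DMSO wells for no effect and 5 µM unlabelled arrestin peptide for full effect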
#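 system = GST-tagged AP2 beta2-adaptin appendage (R879A) on 4 µm glutathione beads | reagent = FITC-labelled arrestin peptide probe, 50 nM final | schedule = compound with beads 12 min RT, then probe 1 h RT | signal = HyperCyt-sampled flow cytometry, FL1 channel, ex 488/em 535 nm | read-out = percent response from loss of bead-bound FITC fluorescence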
# MOR-DOR inv ag: inverse agonists of MOR-DOR heterodimerization, primary screen, cell-based, luminescence. Mu-type opioid receptor (Homo sapiens) + Delta-type opioid receptor (Homo sapiens), …. cell-based MOR-DOR heterodimer luminescence, inverse agonism. inhibition, % at 9.3 µM. 340,000 compounds, 0.21% hits. AID 504357, 2011; in the data active = inhibition above about 22%, passing the limit was not always enough;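 note: 0% = cells with DMSO and 100% = wells without cells with DMSO; values of inactives mirror those of a sister screen read the other way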
# PfHsp90 set2: growth inhibition of PfHsp90-expressing yeast, primary screen, antimalarial PfHsp90 inhibitor project, S. cerevisiae, BacTiter-Glo luminescence, single point, set 2. BacTiter-Glo ATP, 48 h; yeast lacking PDR1 and PDR3 efflux regulators. inhibition, % at 9.4 µM. 310,000 compounds, 0.32% hits. AID 504621, 2011;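 active = every replicate shows inhibition above about 80%, whatever the replicate mean, limit read from the data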;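 note: 0% = DMSO neutral controls and 100% = 20 µM radicicol positive controls; yeast relying on Plasmodium falciparum Hsp90 in place of its own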
# E coli growth: E. coli V3065 growth inhibition, primary screen, counter-screen for AddAB inhibitor project, absorbance, OD600; 18 h; inhibition, % at 11.9 µM; 330,000 compounds, 0.27% hits;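 active = inhibition above the campaign's mean inhibition across all tested compounds plus 3 SD, cut at about 9.9% in these data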;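 note: uninfected addAB+ strain grown without phage in ampicillin broth; 0% = DMSO wells and 100% = ciprofloxacin 0.95 µg/ml wells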
# phage Ecoli inh: growth loss of phage-infected E. coli, primary screen, RecBCD inhibitor project, absorbance, with phage, HTS; inhibition, % at 11.9 µM; 360,000 compounds, 0.26% hits; in the data active = inhibition above about 11%
# An asterisk follows results filed as active; nt = not tested or not shown.
SMILES,AddAB inh,DSG3 Ab inh,PKA-R1A act,Tat transport,Mot1-301 SUMO,MOR-DOR ag,Arr AP2 block,MOR-DOR inv ag,PfHsp90 set2,E coli growth,phage Ecoli inh
CCOC(=O)/C(=C\c1ccccc1)NC(=O)c1ccccc1,-1.6,105,12,-7,-13,-2.0,1,11,8,0.9,0.5
Nn1cnc2c([nH]c3ccccc32)c1=O,4.7,96,-4,-4,-21,-2.4,-5,12,0,-1.6,1.6
O=[N+]([O-])c1ccc(Nc2nccc(Cl)n2)cc1,2.4,101,nt,nt,4,nt,38,nt,nt,-1.9,0.2
CCOc1ccc(OC(=O)NC(c2ccccc2)C(Cl)(Cl)Cl)cc1 (stereo unspecified),3.6,107,2,-6,-23,4.1,-1,-24,nt,1.6,1.4
CCCN1C(=S)SC(C)(C)C1/[N+]([O-])=C/c1cccnc1 (stereo unspecified),3.4,nt,3,13,9,-2.2,13,13,-2,1.9,0.8
CCOc1ccc(C2C(C(=O)c3ccc(C)o3)=C(O)C(=O)N2c2nc(C)c(C(=O)OC)s2)cc1 (stereo unspecified),-2.0,nt,-5,-13,6,-2.8,12,14,12,0.8,0.9
Cc1ccc(CN2CCCC(CO)(Cc3ccccc3C)C2)s1 (stereo unspecified),-0.6,113,-6,-8,-16,8.2,-4,-44,11,3.1,2.2
CCn1c(CNC(=O)c2ccco2)nnc1SCC(=O)Nc1cc(C)c(C)cc1Br,2.8,99,3,-12,-3,-3.0,3,14,nt,-2.0,4.0
CN(CC(=O)Nc1cccc(F)c1)C(=O)c1cc(=O)[nH]c2ccccc12,0.3,99,-4,-15,-20,-4.5,1,17,22,-3.7,5.8
Cc1nn(C)c(C)c1NC(=O)CSc1nc(-c2ccccc2Cl)nc2c1cnn2-c1ccccc1,0.8,100,-7,-3,15,-0.4,-5,2,-10,-4.0,-1.6
Cc1ccc(C)c(S(=O)(=O)Nc2ccc(C(=O)N3CCC3)cc2)c1,-1.2,104,0,5,-10,-1.1,26,7,32,0.9,3.7
O=C1[C@@H]2Cc3c([nH]c4ccccc34)CN2C(=O)CN1CCCCCO,-2.8,109,-2,-2,-1,-1.9,13,9,24,-0.5,1.9
CC(=O)N1CCN(c2ccc(S(=O)(=O)N3CCCCC3)cn2)CC1,0.3,102,4,22,18,-1.4,5,7,-1,-0.9,3.1
O=C(NNS(=O)(=O)c1ccc(C(F)(F)F)cc1)c1cnn(-c2ccccc2)c1C(F)(F)F,-1.3,122,1,7,2,-0.4,4,2,6,-3.7,-1.3
O=C(COC(=O)c1ccccc1SCC(=O)N1CCCC1)Nc1ccccc1OC(F)F,1.1,107,-3,3,3,-0.4,0,2,-19,-1.3,3.2

# Sorted by count of non-hydrogen atoms (ascending): some entries from above.
SMILES,AddAB inh,DSG3 Ab inh,PKA-R1A act,Tat transport,Mot1-301 SUMO,MOR-DOR ag,Arr AP2 block,MOR-DOR inv ag,PfHsp90 set2,E coli growth,phage Ecoli inh
CCCN1C(=S)SC(C)(C)C1/[N+]([O-])=C/c1cccnc1 (stereo unspecified),3.4,nt,3,13,9,-2.2,13,13,-2,1.9,0.8
CC(=O)N1CCN(c2ccc(S(=O)(=O)N3CCCCC3)cn2)CC1,0.3,102,4,22,18,-1.4,5,7,-1,-0.9,3.1
CCOc1ccc(C2C(C(=O)c3ccc(C)o3)=C(O)C(=O)N2c2nc(C)c(C(=O)OC)s2)cc1 (stereo unspecified),-2.0,nt,-5,-13,6,-2.8,12,14,12,0.8,0.9

# New compounds follow.
SMILES,AddAB inh,DSG3 Ab inh,PKA-R1A act,Tat transport,Mot1-301 SUMO,MOR-DOR ag,Arr AP2 block,MOR-DOR inv ag,PfHsp90 set2,E coli growth,phage Ecoli inh
COc1cc(/C=C/C(=O)NNc2c(F)c(F)cc(F)c2F)ccc1OC(F)F,6.8,75,3,-5,50,-0.7,2,4,-10,0.3,nt
O=c1c2c(O)cc(O)cc2oc2c(O)ccc(O[C@H]3O[C@@H](CO)[C@H](O)[C@@H](O)[C@@H]3O)c12,1.9,99,0,-4,-2,-2.5,3,15,-14,0.6,1.8
CCCCn1c(N)c(N(CCC(C)C)C(=O)c2cc(S(=O)(=O)N3CCOCC3)ccc2F)c(=O)[nH]c1=O,0.9,98,-7,-1,-10,1.8,-3,-12,19,2.4,2.9
Cc1c(C(=O)N2CCCCC2)sc(NC(=O)c2ccco2)c1C#N,-4.8,109,-9,3,-9,3.4,3,-20,3,-0.7,0.5
COc1ccccc1CNC(=O)N1CCN(S(=O)(=O)c2ccc(C)cc2)CC1,-1.6,nt,1,-3,154,-0.3,20,2,-31,3.3,2.6
COc1ccc([C@H]2CC(=O)C=C(c3cccc4c3Oc3ccccc3S4)C2)cc1OC,0.8,99,3,3,-16,1.0,-4,-6,-1,0.3,3.2
CCOCCCNC(=O)C(c1ccc(Cl)cc1)N(Cc1ccc2c(c1)OCO2)C(=O)CNC(C)=O (stereo unspecified),-0.9,116,-3,5,-17,-1.7,40,8,nt,0.9,2.5
CCOC(=O)c1cc(C)sc1NC(=O)CSc1nccn1C,0.1,nt,-1,4,-10,-2.9,1,16,2,0.9,1.2
COc1cc2c(cc1OC)C(c1ccccc1C)CC(=O)N2 (stereo unspecified),0.2,118,-9,1,732*,0.0,8,0,-28,-5.5,2.4
Cc1ccc(NC(=O)CSc2ncccn2)cc1S(=O)(=O)N1CCCCC1,0.0,100,-1,-3,11,-3.6,25,19,2,1.1,0.7
CCC(=O)N1CCc2cc(S(=O)(=O)N3CCc4ccccc43)ccc21,1.1,nt,-7,1,-17,-2.9,3,15,-12,0.6,1.1
O=C(Nc1cccnc1Cl)c1ccc(Cl)cc1,0.4,106,-6,4,-6,-2.2,0,10,4,-2.1,5.6
O=c1cc2c(nn1Cc1ccc(F)cc1)-c1ccccc1CC2,1.4,100,-6,11,11,0.5,16,-3,-12,0.4,4.8
CCCCOc1ccc(N2CC(C(=O)NCc3ccco3)CC2=O)cc1 (stereo unspecified),4.7,nt,-5,3,-3,-0.2,23,2,9,3.2,3.6
Cc1ccc(CN2CCNC(=O)C2CC(=O)N(C)C2CCOCC2)cc1 (stereo unspecified),3.5,117,8,4,-3,-0.9,22,4,37,-1.9,1.4

# Looked up above.
# CCCCOc1ccc(N2CC(C(=O)NCc3ccco3)CC2=O)cc1 (stereo unspecified) in Mot1-301 SUMO is entered as -3
# Cc1ccc(NC(=O)CSc2ncccn2)cc1S(=O)(=O)N1CCCCC1 in Mot1-301 SUMO is entered as 11
# CCOCCCNC(=O)C(c1ccc(Cl)cc1)N(Cc1ccc2c(c1)OCO2)C(=O)CNC(C)=O (stereo unspecified) in phage Ecoli inh is entered as 2.5
# CCOC(=O)c1cc(C)sc1NC(=O)CSc1nccn1C in AddAB inh is entered as 0.1
# CCC(=O)N1CCc2cc(S(=O)(=O)N3CCc4ccccc43)ccc21 in Arr AP2 block is entered as 3

# (further entries)
SMILES,AddAB inh,DSG3 Ab inh,PKA-R1A act,Tat transport,Mot1-301 SUMO,MOR-DOR ag,Arr AP2 block,MOR-DOR inv ag,PfHsp90 set2,E coli growth,phage Ecoli inh
CC(NC(=O)c1ccccc1Br)c1ccc2c(c1)CCCC2 (stereo unspecified),-2.6,106,-15,11,87,0.6,-11,-3,2,2.0,-1.0
CCOC(=O)C1CCN(S(=O)(=O)c2cn(C)c(C)n2)CC1,1.2,104,-3,-3,2,-6.0,-14,30,-18,-1.0,-1.3
Cn1c(=O)c2c(nc(SCC(=O)N3c4ccccc4CCc4ccccc43)n2C)n(C)c1=O,nt,87,-6,-1,nt,0.4,12,-2,14,nt,1.2
CC1=CN2C(=NC(=O)CC2(C)C(=O)N(CC(=O)NC2CCCC2)c2ccccc2C)C=C1 (stereo unspecified),1.2,nt,-4,3,8,-2.1,4,13,nt,1.0,3.6
O=C(Cc1ccccc1)N[C@@H]1c2ccccc2CC[C@@H]1OCc1ccccc1,0.2,99,-3,-1,nt,1.1,5,-5,27,1.1,6.0
COc1ccc(CC(=O)Nc2cccc(-c3nnc(-c4cccc(C)c4)o3)c2)cc1OC,-1.9,109,-3,-2,-4,0.8,-7,-4,-8,-1.7,0.1
O=C(O)C1CCN(C(=O)Cc2ccccc2)CC1,1.0,103,7,-7,-20,-0.6,47,3,0,-0.4,-1.1
CN(C)S(=O)(=O)c1ccc(C(=O)N2CCC(c3nc4ccccc4o3)CC2)cc1,-0.2,nt,2,5,4,-0.4,-3,3,-30,0.0,-0.1
C/C(=N\NC(=O)CCC(=O)Nc1ccccc1)c1cccs1,4.0,80,7,2,-10,-0.1,-2,1,27,1.0,4.2
Cc1ccc(S(=O)(=O)N2CCC(C(=O)NC3CC3)CC2)cc1,0.2,110,-4,-2,12,-1.0,5,7,-2,-1.3,2.1
COC(=O)c1c(-c2cc(C)ccc2C)csc1NC(=O)C1CC=CCC1C(=O)O (stereo unspecified),1.3,98,5,11,9,-0.3,-20,2,-22,0.9,3.2
COc1ccccc1OC(C)C(=O)O (stereo unspecified),1.3,102,-1,-7,-4,-1.8,0,10,nt,0.1,0.0
O=S(=O)(/C=C/c1ccccc1)N1CCNCC1,1.2,nt,2,-6,-4,-0.5,2,4,4,0.6,0.0
O=C(CCC1COc2ccccc2O1)NCc1ccccc1 (stereo unspecified),-0.4,106,-6,2,0,-0.1,0,0,16,0.2,2.0
CN(C)CCN(C(=O)c1ccc2ccccc2c1)c1nc2ccc(Br)cc2s1,5.0,104,-6,4,20,-1.3,47,7,14,-1.3,1.6
CCOCCn1c(=NC(=O)/C=C/c2ccccc2Cl)sc2cc(NC(C)=O)ccc21,1.6,107,-2,-9,-3,0.4,9,-2,-17,-1.8,0.6
Cn1nnnc1NCc1ccc(Cl)c(Cl)c1,0.9,117,-9,7,-14,-2.6,4,12,nt,1.4,1.8
Cn1c(SCC(=O)c2ccc3c(c2)Cc2ccccc2-3)nnc1-c1ccccc1,0.9,104,2,3,9,-1.5,18,8,nt,0.4,2.1
CCOc1ccc(N=Cc2ccc3ccccc3c2)cc1,-1.5,105,-3,3,-8,-2.0,48,10,20,-1.8,0.2
COc1ccc(C(=O)n2nnc3ccccc32)cc1OC,2.9,nt,-2,-7,34,-1.9,0,9,-24,2.5,3.6
